Screening data from PubChem.
MgcRacGAP inhibition: MgcRacGAP GTPase-activating activity inhibitors, confirmation, biochemical, ADP Hunter fluorescence; Rac GTPase-activating protein 1 (Homo sapiens); MgcRacGAP-stimulated Rac1 GTP hydrolysis, ADP Hunter fluorescence; higher % means a stronger effect; GST-tagged Rac1 F28L mutant substrate; one-dose inhibition, % at 30 µM; IC50 in µM for titrated hits; actives 0.6% (n = 340,000); AID 624330, 2012;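 active = first-screen hits whose inhibition reached a set limit at any dose in the follow-up dose series; inconclusive = inhibition above the set first-screen limit but never retested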;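 also: fluorescence reports GDP produced by GAP-driven GTP hydrolysis; strong numbers were not always called active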
NTR1 agonist: agonists of NTR1, primary screen, imaging, U2OS cells, beta-arrestin-GFP, high content (AID 493036); activation, % at 20 µM; NTR1-U2OS beta-arrestin-GFP spot imaging, agonist mode; actives 0.17% (n = 330,000);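 active = activation at or above 40% of the spot to cytoplasm intensity ratio, with at least 20 cells analyzed; inconclusive = wells under 20 cells, flagged as cytotoxic or low count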;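 also: 0% = DMSO without peptide and 100% = 100 nM NTR1 peptide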
Target sequence (P30989 whole entry, looked up): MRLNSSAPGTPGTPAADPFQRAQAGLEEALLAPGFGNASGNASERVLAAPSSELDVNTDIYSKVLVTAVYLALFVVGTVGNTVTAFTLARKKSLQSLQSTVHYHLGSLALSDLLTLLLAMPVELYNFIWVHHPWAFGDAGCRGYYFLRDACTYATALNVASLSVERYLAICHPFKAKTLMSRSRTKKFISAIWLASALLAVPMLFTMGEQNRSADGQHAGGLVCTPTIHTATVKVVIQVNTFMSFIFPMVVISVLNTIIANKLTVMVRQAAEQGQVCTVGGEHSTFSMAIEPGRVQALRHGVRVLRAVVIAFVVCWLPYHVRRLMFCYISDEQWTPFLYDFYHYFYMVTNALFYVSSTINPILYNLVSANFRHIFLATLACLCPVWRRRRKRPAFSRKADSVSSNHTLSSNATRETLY
Large T inhibition: SV40 large T antigen inhibitors, biochemical (AID 1903). inhibition, % at 20 µM; hits with a dose series show IC50 in µM. SV40 large T antigen ATPase/helicase inhibition assay; higher % means a stronger effect. actives 0.39% (n = 310,000); in the data active = a potency from the dose series; inconclusive = inhibition mostly from about 32% at the one dose, without a potency; inactive = the rest, 99 in 100 with inhibition below about 32%; also: strong numbers were not always called active
RSV antiviral HEp-2: RSV antiviral activity via CPE protection, HEp-2 cells, primary 10 µM value included (AID 2391); HEp-2 cells, RSV-induced CPE inhibition; higher % means a stronger effect; one-dose CPE inhibition, % at 10 µM; IC50 in µM for titrated hits; actives 0.13% (n = 310,000); in the data active = a potency from the dose series; inconclusive = CPE inhibition mostly from about 23% at the one dose, without a potency; inactive = the rest, 99 in 100 with CPE inhibition below about 21%; also: strong numbers were not always called active
Dengue-2 NS5 capping: Dengue-2 NS5 methyltransferase inhibitors, primary screen, biochemical, confirmation dose response (AID 588689); Dengue-2 NS5 methyltransferase capping enzyme assay, biochemical; higher % means a stronger effect; Genome polyprotein (Dengue virus type 2 (strain 16681-PDK53)); inhibition, % at 25 µM; hits with a dose series show IC50 in µM; actives 0.3% (n = 340,000); in the data active = a potency from the dose series; inconclusive = inhibition above about 29% without an active follow-up result
Salmonella PhoP GFP: inhibitors of PhoP regulon expression, primary screen, Salmonella Typhimurium, GFP reporter (AID 1863); S. Typhimurium PhoP-regulated promoter GFP reporter, 4 h; higher % means a stronger effect; inhibition, % at 50 µM, or IC50 in µM where a hit was titrated; actives 0.16% (n = 300,000);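 active = inhibition over 29.93%, a cutoff 3 SD above the screen mean, later confirmed by dose response; inconclusive = inhibition over 29.93% but no dose response follow-up; inactive = inhibition at most 29.93% or unconfirmed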;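 also: 0% = low Mg2+ inducing control and 100% = high Mg2+ repressing control; strong numbers were not always called active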
T cell modulator: modulators of CD8 T cell-vesicle binding, primary screen, mouse 2C CD8+ T cells, flow cytometry. calls only at 7 µM. 2C CD8+ T cell-vesicle binding; active compounds read low. actives 0.068% (n = 330,000);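 active = response, share of CD8 T cells binding vesicles, and their 90th percentile fluorescence all below set limits, cut at about 80% in these data, passing the limit was not always enough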
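Benchmarks: naked versus QL9-loaded vesicles / Assay system: purified 2C TCR transgenic mouse naive CD8+ T cells / Technique: high-throughput flow cytometry with anti-B7-1 and anti-CD8 staining / Timing: Cell–vesicle co-incubation 1.5 h at 37 °C, staining 20 min on ice / Read-out: percent CD8+ FL2 mean versus row control / Probe or stimulus: QL9-loaded Drosophila micro-vesicles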
West Nile virus CPE: West Nile virus antiviral activity, cell-based, CPE readout (AID 1621); West Nile virus-infected cells, CPE inhibition; higher % means a stronger effect; CPE inhibition, % at 10 µM; hits with a dose series show IC50 in µM; actives 0.02% (n = 290,000); in the data active = a potency from the dose series; inconclusive = CPE inhibition mostly from about 3.7% at the one dose, without a potency; inactive = the rest, 99 in 100 with CPE inhibition below about 2.2%; also: strong numbers were not always called active
UTI89 phage lysis: inhibition of K1F phage lysis, E. coli UTI89, bacterial capsule biogenesis inhibitors, alamar blue (AID 488966); E. coli UTI89 K1F phage lysis, alamar blue, 2 h; higher % means a stronger effect; actives 0.02% (n = 340,000); inhibition, % at 100 µM, or IC50 in µM where a hit was titrated;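 active = phage lysis inhibition, versus mean bacterial control, above a set limit; inconclusive = no clear call, values can overlap the other calls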;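 also: capsule biogenesis inhibitors block K1F phage lysis so surviving cells raise fluorescence; higher fluorescence means more inhibition of phage lysis; actives were called in the ten point dose series up to 300 µM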
T cell modulator vesicle-bound %: further read-out of T cell modulator, marked with its call; double positive events, %; measured here: CD8+ vesicle-bound cell fraction;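 binding gate set so that unloaded-vesicle control wells show 10% double positive cells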
NTR1 agonist cell count 20 µM: recorded beside NTR1 agonist, whose call it bears; cell count; measured here: cell count, cytotoxicity flag
Dengue-2 NS5 capping pilot replicate: further read-out of Dengue-2 NS5 capping, marked with its call; inhibition, %; measured here: pilot screen replicate inhibition
An asterisk follows results filed as active; i = inactive; ? = inconclusive; . = not tested or not shown; [ ] = remark or other dose. Compounds were not picked by outcome (roughly 1.5% active in at least one column).

The first 3 entries, ahead of the listing:
SMILES	MgcRacGAP inhibition	NTR1 agonist	NTR1 agonist cell count 20 µM	Large T inhibition	RSV antiviral HEp-2	Dengue-2 NS5 capping	Salmonella PhoP GFP	T cell modulator	T cell modulator vesicle-bound %	West Nile virus CPE	UTI89 phage lysis	others
FC(F)(F)c1nc2ccccc2n2c(-c3ccc(Cl)cc3)nnc12	8%	3.6	59	21%	1.7%	7%	-3%	i	53	0.0%	0.2%
Cc1ccc(NC(=O)c2nnn(-c3cccc(C(F)(F)F)c3)c2N)cc1	3%	1.3	57	5%	-2.0%	-7%	-3%	i	34	0.8%	0.2%
COc1ccccc1CCNC(=O)c1cc(COc2cccc(C(F)(F)F)c2)on1	-12%	1.8	44	15%	18%	-8%	8%	i	43	-0.7%	0.2%

Results (from the top)
SMILES	MgcRacGAP inhibition	NTR1 agonist	NTR1 agonist cell count 20 µM	Large T inhibition	RSV antiviral HEp-2	Dengue-2 NS5 capping	Salmonella PhoP GFP	T cell modulator	T cell modulator vesicle-bound %	West Nile virus CPE	UTI89 phage lysis	others
FC(F)(F)c1nc2ccccc2n2c(-c3ccc(Cl)cc3)nnc12	8%	3.6	59	21%	1.7%	7%	-3%	i	53	0.0%	0.2%
Cc1ccc(NC(=O)c2nnn(-c3cccc(C(F)(F)F)c3)c2N)cc1	3%	1.3	57	5%	-2.0%	-7%	-3%	i	34	0.8%	0.2%
COc1ccccc1CCNC(=O)c1cc(COc2cccc(C(F)(F)F)c2)on1	-12%	1.8	44	15%	18%	-8%	8%	i	43	-0.7%	0.2%
Clc1ccccc1-c1nnc2sc(-c3ccco3)nn12	3%	0.1	79	1%	0.2%	-5%	3%	i	27	-0.3%	0.3%
CC(C)(Oc1ccc(Cl)cc1)C(=O)NCc1ccco1	3%	-0.7	35	9%	-0.4%	-5%	-6%	i	28	0.1%	8.3%
CC1CCCC(NC(=O)CCNS(=O)(=O)c2ccc(Br)cc2)C1C (stereo not given)	2%	1.8	47	17%	1.1%	-13%	7%	i	40	-1.4%	0.7%
COCc1cc(C)nc2sc3c(=O)n(Cc4ccco4)nnc3c12	14%	.	.	2%	.	3%	-10%	.	.	-0.2%	0.4%
COc1ccc(NC(=O)/C(C#N)=C\C=C\c2ccco2)cc1	7%	1.7	41	9%	-1.2%	5%	10%	i	32	-0.8%	-7.9%
Cc1nc(-n2[nH]c3c(c2=O)CCCC3)[nH]c(=O)c1Cc1ccccc1	9%	1.4	93	12%	4.3%	-71%	-2%	i	17	1.0%	0.0%
CCCCNCCOCCOc1ccc(C)cc1Br	14%	4.9	65	11%	-0.3%	4%	4%	i	32	-2.1%	4.0%[50 µM]
Cc1nc(CSc2nnc3scc(-c4ccc(Cl)cc4)n23)cs1	4%	0.8	78	1%	2.5%	-9%	-5%	i	46	-1.1%	0.1%
CC(C)c1ccc(NC2CCCN(C(=O)c3n[nH]c4c3CCC4)C2)cc1 (stereo not given)	11%	1.4	66	20%	-2.2%	-12%	-2%	i	20	-0.7%	0.2%
c1cncc(-c2nnc(C3CCCCC3)o2)c1	3%	-0.6	82	3%	3.7%	-1%	-1%	i	23	0.7%	-0.1%	Dengue-2 NS5 capping pilot replicate=-0.3
O=C(NCCCN1CCOCC1)c1ccc(NS(=O)(=O)c2cccc([N+](=O)[O-])c2)cc1	11%	-1.0	56	15%	0.0%	-6%	-5%	i	58	-0.2%	-0.2%
CC1CC(C)CN(C2CCN(Cc3cccnc3)CC2)C1 (stereo not given)	50µM*	-0.8	47	-3%	-1.2%	5%	18%	i	16	0.1%	-0.9%
O=C(Cn1c(=O)n(CCCCC(=O)NC2CCCC2)c(=O)c2ccccc21)NCCC1=CCCCC1	5%	0.2	71	5%	1.1%	2%	9%	i	23	0.3%	0.2%
CCOC(=O)C1CCCN(CCc2ccccc2)C1 (stereo not given)	15%	0.3	56	11%	0.4%	8%	6%	i	43	-0.4%	-0.4%
CN(CC(=O)N1CCN(Cc2ccccc2)CC1)S(=O)(=O)c1ccc(Br)cc1	-7%	1.2	74	3%	-1.0%	4%	2%	i	7	-1.4%	-0.1%
CC1CCCCN1c1cc(C#N)c(C#N)cc1[N+](=O)[O-] (stereo not given)	4%	1.5	53	2%	1.1%	-7%	-3%	i	8	-0.9%	0.8%
O=C1CC(c2ccc(Cl)cc2)SC(N(c2ccccc2)c2ccccc2)=N1 (stereo not given)	4%	14	49	22%	5.3%	-6%	2%	i	51	-0.8%	4.5%
Cc1ccccc1S(=O)(=O)Cc1ccc(C(=O)N2CCN(C3CCCCC3)CC2)o1	7%	-2.3	58	2%	-0.5%	-4%	-8%	i	55	-0.9%	-1.6%
Cc1cc(C)c2c(=O)n(CC(=O)NCCCN3CCOCC3)sc2n1	3%	3.5	52	?	3.1%	-17%	8%	i	25	0.0%	-3.3%
O=C(Nc1cccc(Cl)c1)OCc1cnc(Cl)s1	6%	0.7	56	4%	6.1%	-8%	3%	i	44	-0.1%	-1.2%[50 µM]
Cc1ccc(N2C(=O)c3cccc4c(Oc5ccccc5[N+](=O)[O-])ccc(c34)C2=O)c(C)c1	6%	0.2	53	0%	7.9%	-1%	-1%	i	52	-1.6%	4.1%[50 µM]

Some of these compounds in order of length of the SMILES, rising:
SMILES	MgcRacGAP inhibition	NTR1 agonist	NTR1 agonist cell count 20 µM	Large T inhibition	RSV antiviral HEp-2	Dengue-2 NS5 capping	Salmonella PhoP GFP	T cell modulator	T cell modulator vesicle-bound %	West Nile virus CPE	UTI89 phage lysis	others
CCOC(=O)C1CCCN(CCc2ccccc2)C1 (stereo not given)	15%	0.3	56	11%	0.4%	8%	6%	i	43	-0.4%	-0.4%
Cc1cc(C)c2c(=O)n(CC(=O)NCCCN3CCOCC3)sc2n1	3%	3.5	52	?	3.1%	-17%	8%	i	25	0.0%	-3.3%
CN(CC(=O)N1CCN(Cc2ccccc2)CC1)S(=O)(=O)c1ccc(Br)cc1	-7%	1.2	74	3%	-1.0%	4%	2%	i	7	-1.4%	-0.1%
Cc1ccc(N2C(=O)c3cccc4c(Oc5ccccc5[N+](=O)[O-])ccc(c34)C2=O)c(C)c1	6%	0.2	53	0%	7.9%	-1%	-1%	i	52	-1.6%	4.1%[50 µM]

(further entries)
SMILES	MgcRacGAP inhibition	NTR1 agonist	NTR1 agonist cell count 20 µM	Large T inhibition	RSV antiviral HEp-2	Dengue-2 NS5 capping	Salmonella PhoP GFP	T cell modulator	T cell modulator vesicle-bound %	West Nile virus CPE	UTI89 phage lysis	others
CC1CCN(c2ccc(NC(=S)NC(=O)c3ccco3)cc2)CC1	10%	10	31	5%	0.1%	-2%	5%	i	13	-0.8%	0.1%
CCCC(C)NC(=O)C1CCN(C(=O)C2CC(=O)N(c3ccc(C)cc3)C2)CC1 (stereo not given)	3%	-1.5	35	2%	0.8%	-1%	5%	i	29	-0.7%	0.5%
CC(C)(C)c1ccc(C(=O)NNc2ncccc2-n2cccc2)cc1	6%	0.1	43	6%	.	-6%	-4%	i	32	-0.8%	3.0%
Cn1c(=O)cc(OCCCC(=O)NC2CCCC2)c2ccccc21	-3%	1.1	76	0%	-1.6%	-6%	7%	i	61	2.5%	-0.1%
O=C(CSCc1ccc(Cl)cc1)NCC1CCCO1 (stereo not given)	5%	-2.8	96	-10%	0.3%	-4%	19%	i	15	-0.3%	2.7%
Cc1cc2ncc(C(=O)N=CN(C)C)cn2n1	10%	-0.4	89	6%	1.4%	-4%	0%	i	58	0.0%	0.3%
O=C(NC1CCCc2ccccc21)c1cc(Cl)ccn1 (stereo not given)	-4%	1.0	61	-1%	2.7%	30%	2%	i	29	-0.4%	-0.3%
CCOc1ccc(-n2c(C)c(C(C)=O)c3cc(OCC(N)=O)ccc32)cc1	3%	7.9	57	10%	7.9%	0%	-7%	i	43	-1.8%	0.2%
COc1ccccc1OCC(=O)Nc1nc2c(s1)CCCC2	9%	1.1	80	-1%	29µM*	-2%	-11%	i	8	-1.5%	-0.1%
CS/C(=C\[N+](=O)[O-])Nc1ccc(F)cc1	10%	-0.1	42	6%	1.2%	3%	-17%	i	33	-0.2%	-0.4%
COc1ccc(NC(=O)C2CCN(C(=O)c3ccc(OC)cc3)CC2)cc1	6%	-2.3	51	-2%	4.4%	-5%	3%	i	48	0.7%	2.4%
COc1cc(C(C2C(=O)CC(C)(C)CC2=O)C2C(=O)CC(C)(C)CC2=O)ccc1OC(C)=O	13%	2.3	70	28%	0.9%	-2%	.	i	44	.	-0.5%
COc1ccccc1CNC(=O)c1cc(-c2ccccc2)nn1CC1CC(c2cccnc2)=NO1 (stereo not given)	5%	-1.1	81	-2%	-2.0%	-1%	.	i	23	0.4%	0.5%
O=C1C(NS(=O)(=O)c2cccs2)=C(N2CCN(c3cccc(C(F)(F)F)c3)CC2)C(=O)c2ccccc21	7%	6.8	52	15%	24%	19%	12%	i	47	-0.1%	-0.1%
CCOC(=O)Cc1csc(NC(=O)c2cccc(Cl)c2)n1	.	3.8	48	10%	15%	.	.	i	43	.	.
CCn1c(SCC(=O)Nc2ccc(Br)cc2)nc2sc3c(c2c1=O)CCN(C)C3	13%	-1.1	55	32%	6.6%	-14%	-6%	i	16	0.3%	-0.3%
CCCCOc1ccc(C(=O)N/N=C/c2ccc(OCCN3CCCCC3)c(OC)c2)cc1	4%	2.3	68	-3%	43%	-9%	-9%	i	36	14%	0.2%
COC(=O)Nc1ccc(S(=O)(=O)N2CCC(C(=O)N3CCCC(C)C3)CC2)cc1 (stereo not given)	0%	0.0	40	7%	1.4%	-2%	1%	i	57	-0.7%	-0.5%
Cc1ccccc1C1=NC(c2ccc(F)cc2F)ON1 (stereo not given)	13%	-0.4	38	-1%	-0.7%	2%	10%	i	2	0.5%	1.3%
